# uPA generation – cell surface uPA generation inhibition; cell surface uPA generation assay, qHTS; Potency, µM (highest dose often 38.3 µM), for the others: top-dose activity change, negative = inhibition, hits mostly inhibitors; hit rate 0.31% among 330,000; AID 540303; active = well fitted inhibition curve with a large enough effect; inconclusive = small, poorly fitted or top-dose-only effect; inactive = no such curve, though single readings can be large or run the other way; tested in mouse RAW 264.7 cells; note: potency is the fitted concentration of half-maximal effect; % is set by controls: 0 for no effect and ±100 for the full control effect; nearly all actives have a fitted effect of over 55% in size
# USP2a inh – USP2a (human) protease inhibition. USP2 core, Ub-CHOP2 coupled fluorogenic reporter, 485/531. hit rate 0.01% among 330,000. AID 463254. O75604. Potency, µM (titrated, usually from 38.3 µM), for inactives: at the top dose activity change, negative = inhibition, most hits filed as inhibitors;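 note: potency is the fitted concentration of half-maximal effect; plate controls were DMSO wells for no effect and full inhibition by NEM control for full effect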
# Target sequence (O75604 whole entry, looked up): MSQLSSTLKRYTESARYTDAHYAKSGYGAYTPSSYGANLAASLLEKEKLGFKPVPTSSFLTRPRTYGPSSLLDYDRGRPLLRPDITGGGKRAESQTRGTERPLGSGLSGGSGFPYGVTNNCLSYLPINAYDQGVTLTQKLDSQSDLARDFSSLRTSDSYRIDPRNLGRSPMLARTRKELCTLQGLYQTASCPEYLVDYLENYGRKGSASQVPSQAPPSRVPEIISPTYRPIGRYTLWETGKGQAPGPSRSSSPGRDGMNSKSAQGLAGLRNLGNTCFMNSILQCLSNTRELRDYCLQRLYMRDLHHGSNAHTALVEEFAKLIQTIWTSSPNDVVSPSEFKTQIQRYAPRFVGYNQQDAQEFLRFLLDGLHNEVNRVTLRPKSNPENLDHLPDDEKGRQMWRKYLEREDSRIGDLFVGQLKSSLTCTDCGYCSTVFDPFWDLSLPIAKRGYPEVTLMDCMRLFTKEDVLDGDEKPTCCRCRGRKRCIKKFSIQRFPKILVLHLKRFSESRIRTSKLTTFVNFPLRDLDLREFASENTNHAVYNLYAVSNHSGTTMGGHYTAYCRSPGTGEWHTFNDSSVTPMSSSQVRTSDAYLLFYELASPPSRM
#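 Cell-free coupled assay: 10nM USP2 core preincubated 30min RT with compound in Tris-HCl pH 8.0/CaCl2/CHAPS buffer, then 25nM Ub-CHOP2 and 25nM reporter substrate; fluorescence (Ex 485/Em 531) read after 60min RT, normalized to NEM inhibition, concentration-response curves fitted.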
# Tb PFK block – T. brucei PFK enzyme inhibition; T. brucei PFK, ADP-Glo luminescence; Potency, µM (top dose mostly 57.5 µM), inactives show top-dose activity, negative = inhibition, usual class: inhibitors; hit rate 0.17% among 330,000; AID 485367;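 note: potency is the fitted concentration of half-maximal effect; 0% = uninhibited 1x PFK enzyme wells and -100% = no-enzyme wells; nearly all actives have a fitted effect of over 60% in size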
#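 In TEA buffer at pH 8.0 with 5 mM MgCl2, enzyme (1.25 nM) converted F6P (0.5 mM) and ATP (0.1 mM) for 45 min at room temperature. ADP product was read by luciferase luminescence.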
# Eya2 inh – Eya2 (human) phosphatase inhibition; O00167; recombinant Eya2, OMFP fluorescence dephosphorylation (OMFP is methylfluorescein phosphate); Potency, µM (top dose mostly 76.9 µM), without a hit: at the top dose activity, negative = inhibition, actives largely listed as inhibitors; hit rate 0.006% among 330,000; note: potency is the fitted concentration of half-maximal effect; % is set by controls: 0 for no effect and ±100 for the full control effect
#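 Eya2 (0.2 uM) preincubated 10 min at ambient with compound, then OMFP substrate added at 50 uM; 10 min reaction in 50 mM HEPES pH 7.5, 50 mM NaCl, 5 uM MgCl2, 0.05% BSA, 1 mM DTT. Fluorescence read at Ex 485/Em 525 nm.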
# TCR act – activators of T cell receptors; Potency, µM (top dose mostly 9.22 µM), inactives show at the top dose activation of IL-2 secretion, hits mostly activators; AID 504894; primary human leukocytes, anti-CD3, IL-2 HTRF, 48 h; 330,000 tested, under 10 active; note: % of control where 0% means no effect
#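 Human primary leukocytes + a-CD3 beads + cpd, 48 hr; IL-2 in supernatant by HTRF (ex 320nm / em 665nm). No co-stimulatory signal supplied.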
# B2AR arrestin – agonists driving beta-arrestin recruitment to human beta2-adrenergic receptor; P07550; beta-arrestin recruitment to beta2AR, cell-based reporter; Potency, µM (top dose mostly 46.1 µM), for the others: at the highest dose activation, hits mostly activators; hit rate 0.02% among 330,000;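 note: potency is the fitted concentration of half-maximal effect; 0% = DMSO controls and full agonism = EC100 isoproterenol or metaproterenol; nearly all actives have a fitted effect of over 65% in size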
# TSHR antagonist – human thyrotropin receptor antagonism; P16473; TSHR-expressing cells, TSH-stimulated cAMP HTRF, 2 h; active compounds read low; activity change, negative = inhibition, % at 11.5 µM; hit rate 0.2% among 330,000;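 active = activity change below a set negative limit, meaning inhibition stronger than a set level, cut at about -70% in these data; inconclusive = activity change between two set negative limits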; note: % is set by controls: 0 for no effect and ±100 for the full control effect
#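 Inhibition of cAMP made by TSHR-expressing cells under TSH stimulation (4nM final, EC80; 2 h, 37 deg C) is quantified with a one-step lysis HTRF kit, anti-cAMP cryptate versus cAMP-d2.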
# Mito fusion yeast – mitochondrial division inhibition or fusion activation; S. cerevisiae fusion-defective mutant growth rescue, CellTiterGlo 48 h; Potency, µM (series often up to 46.1 µM), inactives show at the top dose growth rescue (activation), usual class: activators; hit rate 0.23% among 320,000; AID 485298;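 note: potency is the fitted concentration of half-maximal effect; % of control where 0% means no effect; nearly all actives have a fitted effect of over 45% in size; temperature-sensitive fusion mutants such as fzo1-1 at 37 °C on non-fermentable ethanol glycerol medium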
#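 Compounds are tested for their ability to restore growth of mitochondrial fusion-defective yeast strains at non-permissive 37C in YPEG medium over 48 hours. Viability is quantified by luciferase luminescence.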
# TSG101-PTAP inh – blocks PTAP/TSG101 interaction to inhibit HIV-1 budding | Q99816 | Fluorescence polarization, FITC-PTAP peptide / Tsg101 binding | Potency, µM (series often up to 115 µM), inactives show at the top dose activity change, negative = inhibition, hits mostly inhibitors | 340,000 tested, under 10 active; active = well fitted inhibition curve with a large enough effect in the main read-out, with a control signal flat, not every such curve was filed as active; inconclusive = small, poorly fitted or top-dose-only effect, or effect the other way, or a change in a side signal; inactive = no such curve, though single readings can be large or run the other way; note: potency is the fitted concentration of half-maximal effect; % of control where 0% means no effect
# Target sequence (Q99816 whole entry, looked up): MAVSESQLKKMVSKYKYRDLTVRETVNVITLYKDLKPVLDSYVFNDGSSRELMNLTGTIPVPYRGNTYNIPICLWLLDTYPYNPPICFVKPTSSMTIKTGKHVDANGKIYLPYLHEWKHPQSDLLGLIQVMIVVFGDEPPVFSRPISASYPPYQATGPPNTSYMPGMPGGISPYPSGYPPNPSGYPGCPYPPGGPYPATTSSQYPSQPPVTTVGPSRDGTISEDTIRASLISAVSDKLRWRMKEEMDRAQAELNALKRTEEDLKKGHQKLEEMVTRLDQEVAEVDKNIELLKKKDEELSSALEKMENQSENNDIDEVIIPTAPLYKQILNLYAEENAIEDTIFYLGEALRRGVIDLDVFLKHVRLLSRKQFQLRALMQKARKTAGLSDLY
#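 Compounds were pin-transferred onto Tsg101 binding domain (10 uM final) in HEPES pH 7.5 buffer, then FITC-PTAP peptide was added at 50 nM final. After 20 min at RT, polarization reported peptide displacement across a qHTS concentration series.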
# ELG1 repair inh – ELG1-dependent DNA repair inhibition; HEK293T ELG1-luciferase reporter, luminescence, 16 h; DNA damage induced by 5-fluorouridine; Potency, µM (series often up to 46.1 µM), inactives show top-dose activity change, negative = inhibition, usual class: inhibitors; hit rate 2.3% among 330,000; note: potency is the fitted concentration of half-maximal effect; % is set by controls: 0 for no effect and ±100 for the full control effect; nearly all actives have a fitted effect of over 55% in size
#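 Overnight (16 hr) co-exposure of 2,000 cells/well to 5-fluorouridine and compound at 37 °C preceded detection. Luciferase was quantified via ONE-Glo luminescence; loss of signal denotes inhibition.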
# BCR signal inh – blocks chronic active B-cell receptor signaling | hit rate 0.05% among 340,000 | Potency, µM (series often up to 46.1 µM), for the others: at the highest dose ratio change, negative = lower green/red ratio, hits mostly inhibitors | ABC-DLBCL IkBa-CBG/CBR reporter, luminescence ratio, 4 h | AID 493014; active = well fitted inhibition curve with a large enough effect in the signal ratio, with a control signal flat, not every such curve was filed as active; inconclusive = small, poorly fitted or top-dose-only effect, or effect the other way, or a change in a side signal; the % refers to the signal ratio;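 note: potency is the fitted concentration of half-maximal effect; plate controls were basal doxycycline-induced cells for no effect and cells given 10 µM MG132 for full effect; MG132 reads +100%, hits lower the ratio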
#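 TMD8 human ABC-DLBCL cells with doxycycline-inducible IκBα–green luciferase fusion and unfused red luciferase, in 0.5% FBS medium; compounds up to 46 uM, 4 h at 37C. Green/red luminescence ratio, filter-overlap corrected, fitted to concentration-response curves.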
# Numbers without * were called inactive; ? = inconclusive; / = not tested or not shown; [ ] = another dose, or the depositor's remark. Unless noted, calls come from the whole dose curve; as a rule, active = well fitted curve in the direction sought with a large enough effect; inconclusive = small, poorly fitted or top-dose-only effect, or another doubt; inactive = no such curve, though single readings can be large; an effect the other way counts as inactive or inconclusive. Random draw from the library; overall some 3% were active at least once.
# Every second line gives: uPA generation	USP2a inh	Tb PFK block	Eya2 inh	TCR act	B2AR arrestin	TSHR antagonist	Mito fusion yeast	TSG101-PTAP inh	ELG1 repair inh	BCR signal inh
> CC1CCCCN1C(=O)Cn1cc(/C=C2/C(=O)Nc3ccccc32)c2ccccc21 (configuration not stated)
 : /	-1%	-2%	4%	/	-0.1%	10	?	/	?	?
> C=CCn1c(SCC(=O)NCCOC)nnc1-c1cc2c(s1)CCC(CC)C2 (configuration not stated)
 : 1%	2%	2%	-1%	1%[46.1 µM]	0.2%	-3	-4%	4%	?	2%
> CC(OC(=O)C(C)Oc1ccccc1)C(=O)Nc1ccc(S(=O)(=O)N2CCCCC2)cc1 (configuration not stated)
 : 10%	-1%	0%	-13%	-1%	-1.2%	-31	20%	-7%	1%	?
> Cc1ccc(N)cc1O
 : -7%	0%	-4%	8%	2%	0.2%	-5	-6%	3%	?	-8%
> Cc1ccc(CNC(=O)CCCc2cn(C)c3ccccc23)cc1
 : -4%	2%	1%	9%	-1%	-0.3%	-3	-18%	-1%	-13%	?
> CCOC(=O)N1CCC(NC(=O)C(CC(C)C)NC(=O)C2CCC(C)CC2)CC1 (configuration not stated)
 : 0%	3%	0%	4%	-1%	-0.2%	-13	3%	-6%	?	0%
> C[N+](C)(C)C[C@H](O)CC(=O)[O-]
 : 8%	0%	2%	1%	-63%	0.2%	10	2%	-2%	?	-3%
> Cc1ccc(C(c2nnnn2CS(=O)(=O)c2ccc(C)cc2)N2CCC(C)CC2)cc1 (configuration not stated)
 : -1%	0%	-7%	7%	1%	-0.2%	-2	-6%	-5%	-11%	10%
> COc1cnc(SCc2ccc(Cl)cc2)nc1Cl
 : /	0%	-2%	-5%	-2%	-0.1%	-2	-6%	-2%	-18%	?
> O=c1c2ccccc2[nH]c(=S)n1CCN1CCCCC1
 : -6%	-2%	-16%	3%	1%	4.9%	7	-4%	-1%	20%	-1%
> O=C(Nc1ccccc1)/C(=C\c1ccccc1)NC(=O)c1ccco1
 : 1%	5%	-16%	8%	-2%	-0.8%	34	-3%	-10%	0%	-2%
> CCOC(=O)c1cc2cc3ccccc3cc2[nH]1
 : -3%	-1%	-10%	0%	0%[46.1 µM]	0.5%	-18	7%	-12%	?	?
> CC(/C=C/c1ccco1)=N/NC(=O)C1COc2ccccc2O1 (configuration not stated)
 : ?	8%	-12%	-15%	-4%	0.5%	-3	-1%	-1%	-5%	?
> Cc1ccccc1C(=O)NCc1nnc(SCC(=O)N2c3ccccc3Sc3ccccc32)n1C
 : -2%	0%	2%	-16%	0%	0.5%	-5	-1%	-2%	-20%	?
> Nc1[nH]nc2nc3ccccc3cc12
 : -2%	-4%	1%	7%	/	0.2%	-4	-4%	0%	25%	?
> CCCNC(=S)NNC(=O)c1cc(-c2cccnc2)nc2ccccc12
 : -5%	1%	2%	-6%	7%	-0.2%	-8	-3%	1%	17%	2%
> COc1cccc(/C=C/C(=O)Nc2ccc(C(=O)Nc3cccc(S(N)(=O)=O)c3)cc2)c1OC
 : -7%	1%	1%	-13%	7%	0.0%	15	5%	0%	4%	?
> Cc1ccccc1OC(C)C(=O)Nc1ccc2c(c1)OCO2 (configuration not stated)
 : -14%	2%	2%	-1%	5%	-0.1%	6	2%	-1%	7%	-6%
> O=S(=O)(c1ccc(SCCO)nc1)N1CCOCC1
 : -5%	0%	3%	?	0%	3.4%	38	2%	0%	?	?
> Cc1ccc(-n2[nH]c(C)c(C=Nc3ccc4[nH]c(=O)[nH]c4c3)c2=O)cc1C
 : -14%	2%	1%	5%	5%	0.3%	-9	-5%	-20%	27%	-2%
> CC(=O)N1CC[n+]2c(-c3ccc(Cl)cc3Cl)csc21
 : -25%	-1%	9%	0%	4%[46.1 µM]	-0.1%	-3	?	1%	1%	-14%
> CC(Nc1nc(-c2ccc3c(c2)NC(=O)CO3)cs1)c1ccccc1 (configuration not stated)
 : -5%	2%	1%	-10%	-2%	0.0%	-2	-8%	-1%	?	-16%
> CCCCNC(=O)CN(c1ccc(Cl)c(Cl)c1)S(C)(=O)=O
 : 3%	4%	0%	-3%	0%[46.1 µM]	0.0%	4	-3%	1%	-23%	5%
> COc1ccc(CN2C(=O)CC(Cc3cc(C)cc(C)c3)C2=O)cc1OC (configuration not stated)
 : 3%	2%	-3%	-4%	-9%[46.1 µM]	-0.3%	-1	17%	-1%	-12%	?
> CC1CCc2c(nc3ncnn3c2N2CCN(c3ccccc3F)CC2)C1 (configuration not stated)
 : 1%	0%	-5%	2%	3%	-0.3%	1	-8%	-2%	26%	-1%
> Cc1ccc(NC=C(S(=O)(=O)c2ccccc2)S(=O)(=O)c2ccccc2)c(C)c1
 : -2%	0%	2%[0.46 µM]	12%	5%	0.4%	10	1%	-6%	-5%	0%
> CCCN1CCN(C(=O)c2oc3c(Cl)cccc3c2C)CC1
 : 2%	1%	-1%	2%	13%	-0.2%	-12	4%	5%	-18%	-1%
> C=CCn1c(-c2cccn(Cc3ccccc3)c2=O)n[nH]c1=S
 : 5%	2%	1%	-2%	-12%	7.8%	8	3%	-7%	-4%	6%
> CC1=C(C)CC(C(=O)c2ccccc2)C(C(=O)O)C1 (configuration not stated)
 : 3%	1%	0%	-6%	1%	-0.4%	7	1%	-2%	-6%	8%
> Cc1cc(C)n(-c2ncc(-c3ccccc3)nn2)n1
 : -8%	1%	1%	7%	-6%	-1.0%	14	1%	-5%	?	?

# Next part, starting with the last five of the part before.
# Every second line gives: uPA generation	USP2a inh	Tb PFK block	Eya2 inh	TCR act	B2AR arrestin	TSHR antagonist	Mito fusion yeast	TSG101-PTAP inh	ELG1 repair inh	BCR signal inh
> Cc1ccc(NC=C(S(=O)(=O)c2ccccc2)S(=O)(=O)c2ccccc2)c(C)c1
 : -2%	0%	2%[0.46 µM]	12%	5%	0.4%	10	1%	-6%	-5%	0%
> CCCN1CCN(C(=O)c2oc3c(Cl)cccc3c2C)CC1
 : 2%	1%	-1%	2%	13%	-0.2%	-12	4%	5%	-18%	-1%
> C=CCn1c(-c2cccn(Cc3ccccc3)c2=O)n[nH]c1=S
 : 5%	2%	1%	-2%	-12%	7.8%	8	3%	-7%	-4%	6%
> CC1=C(C)CC(C(=O)c2ccccc2)C(C(=O)O)C1 (configuration not stated)
 : 3%	1%	0%	-6%	1%	-0.4%	7	1%	-2%	-6%	8%
> Cc1cc(C)n(-c2ncc(-c3ccccc3)nn2)n1
 : -8%	1%	1%	7%	-6%	-1.0%	14	1%	-5%	?	?
> CCN(CC(=O)Nc1ccc(NC(C)=O)cc1)C(=O)C1COc2ccccc2O1 (configuration not stated)
 : 4%	2%	-2%	-12%	0%	0.4%	6	0%	0%	10%	-2%
> NC(=O)NCc1cccnc1
 : 2%	0%	-2%	12%	0%	-0.7%	11	3%	-5%	0%	0%
> COc1ccc(NS(=O)(=O)c2ccc(C)c(C(=O)NCC(c3cccs3)N3CCOCC3)c2)cc1 (configuration not stated)
 : 5%	-1%	2%	-1%	1%	-0.9%	1	1%	-3%	9%	6%
> CCOc1ccc(-c2nnn(CC#N)n2)cc1OC
 : -10%	0%	1%	-2%	5%[46.1 µM]	0.0%	-2	-4%	-6%	?	?
> Cn1cc(C=O)c2cc(S(=O)(=O)N3CCOCC3)ccc21
 : 2%	5%	0%	12%	-1%	2.2%	3	-6%	2%	6%	1%
> COc1ccc(NC(=O)CSc2cc(C)ccc2C)cn1
 : 0%	-2%	1%	4%	5%	-0.1%	12	-3%	-2%	-7%	6%
